Compound activity (PubChem)
NPR1 activator: GC-A stimulated cGMP production enhancers – HEK293 GC-A cells, cGMP TR-FRET, EC30 ANP, primary screen; 0% at EC30 ANP, 100% saturating ANP; activation, % at 10 µM; Atrial natriuretic peptide receptor 1 (Homo sapiens), P16066; 370,000 tested, 0.14% active; in the data active means activation above about 40%
DAX1 inh-1: DAX1 (NR0B1) inhibitors, primary screen, cell-based, HEK293, Gal4-DAX1, luciferase luminescence. HEK293 Gal4-DAX1 luciferase reporter. inhibition, % at 6.75 µM. 340,000 tested, 0.99% active. Nuclear receptor subfamily 0 group B member 1 (Homo sapiens), P51843. AID 504766, 2011;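 active means inhibition above the mean over all tested compounds plus 3 SD, cut at about 4.2% in these data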;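 further: 0% = DAX1-transfected cells with DMSO and 100% = empty-vector control cells with DMSO; inhibition shows as a rise in luminescence from relieved DAX1 repression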
hcDAF-12 act: H. contortus DAF-12 nuclear receptor activators, primary screen, cell-based, luminescence, HEK293, lit1-tk-luc reporter. HEK293 hcDAF-12 lit1-tk-luc reporter; 0% DMSO, 100% Δ7-dafachronic acid. activation, % at 6.8 µM. 370,000 tested, 1.4% active;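 active means activation above the mean of all tested compounds plus 3 SD, cut at about 5.5% in these data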;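 further: 100% = response to 3 µM Δ7-dafachronic acid high control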
ADAM10 inh: human ADAM10 inhibitors, primary screen, biochemical, QFRET, HTS | Disintegrin and metalloproteinase domain-containing protein 10 (Homo sapiens), O14672 | inhibition, % at 7 µM | recombinant ADAM10, EDANS/DABCYL FRET peptide cleavage, 3 h | 370,000 tested, 0.62% active;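 active means inhibition above a per-campaign cutoff equal to the mean of compounds falling between control-based bounds plus 3 SD, cut at about 20% in these data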;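 further: 0% = DMSO wells while the 100% control is not disclosed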
FXN GAA850 act: FXN promoter activators, primary screen, cell-based, luciferase luminescence, HEK293 lucGAA850. HEK293 lucGAA850 FXN promoter luciferase reporter, 24 h; percent of 10 µM SAHA response. 360,000 tested, 0.56% active. activation, % at 6 µM. AID 540364, 2011;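 active means activation above the average of all compounds screened plus 3 SD, cutoff fixed separately per campaign, cut at about 7.5% in these data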;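 further: 0% = DMSO wells and 100% = 10 µM SAHA wells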
DAX1 inh-2: DAX1 (NR0B1) inhibitors on StAR promoter, primary screen, cell-based, luminescence, SF-1 (NR5A1), full-length DAX-1; HEK293T StAR-luciferase reporter, SF-1/DAX-1 repression relief; inhibition, % at 6.8 µM; AID 652010, 2013; 370,000 tested, 1.1% active;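 active means inhibition above the mean over all tested compounds plus 3 SD, cut at about 3.6% in these data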;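 further: 0% = DAX-1 cells with DMSO and 100% = cells lacking DAX-1 with DMSO; higher inhibition means more luminescence from relief of DAX-1 repression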
ssDAF12 agonist: S. stercoralis DAF-12 nuclear receptor activators, primary screen, cell-based, luminescence, HEK293, GRIP1 co-expression, lit1-tk-luc | Nuclear hormone receptor DAF-12 (Strongyloides stercoralis) | HEK293 ssDAF-12/GRIP1 lit1-tk-luc reporter; % of 3 µM dafachronic acid response | 370,000 tested, 1% active | activation, % at 6.8 µM;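 active means activation above the mean over all tested compounds plus 3 SD, cut at about 0.9% in these data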;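 further: 0% = DMSO-only wells and 100% = 3 µM delta7-dafachronic acid wells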
sPLA2-III inh: human group III sPLA2 inhibitors, primary screen, biochemical, QFRET, BODIPY PC-A2 liposome substrate. QFRET BODIPY PC-A2 liposome hydrolysis, fluorescence. inhibition, % at 12.2 µM. 370,000 tested, 0.56% active. Group 3 secretory phospholipase A2 (Homo sapiens), Q9NZ20;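 active means inhibition above mean plus 3 SD of compounds lying within the high and low control bounds, cut at about 19% in these data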;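 further: 0% = median of test compound wells and 100% = no enzyme DMSO wells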
NPR2 activator: human GC-B receptor activators, primary screen, HEK293 GC-B cells, cGMP TR-FRET, EC30 CNP. 0% at EC30 CNP, 100% saturating CNP. activation, % at 10 µM. 370,000 tested, 0.11% active;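 active means activation at 10 µM reaching about 35% in either raw or pattern-adjusted values, limit read from the data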
Target sequence (P20594 whole entry, looked up): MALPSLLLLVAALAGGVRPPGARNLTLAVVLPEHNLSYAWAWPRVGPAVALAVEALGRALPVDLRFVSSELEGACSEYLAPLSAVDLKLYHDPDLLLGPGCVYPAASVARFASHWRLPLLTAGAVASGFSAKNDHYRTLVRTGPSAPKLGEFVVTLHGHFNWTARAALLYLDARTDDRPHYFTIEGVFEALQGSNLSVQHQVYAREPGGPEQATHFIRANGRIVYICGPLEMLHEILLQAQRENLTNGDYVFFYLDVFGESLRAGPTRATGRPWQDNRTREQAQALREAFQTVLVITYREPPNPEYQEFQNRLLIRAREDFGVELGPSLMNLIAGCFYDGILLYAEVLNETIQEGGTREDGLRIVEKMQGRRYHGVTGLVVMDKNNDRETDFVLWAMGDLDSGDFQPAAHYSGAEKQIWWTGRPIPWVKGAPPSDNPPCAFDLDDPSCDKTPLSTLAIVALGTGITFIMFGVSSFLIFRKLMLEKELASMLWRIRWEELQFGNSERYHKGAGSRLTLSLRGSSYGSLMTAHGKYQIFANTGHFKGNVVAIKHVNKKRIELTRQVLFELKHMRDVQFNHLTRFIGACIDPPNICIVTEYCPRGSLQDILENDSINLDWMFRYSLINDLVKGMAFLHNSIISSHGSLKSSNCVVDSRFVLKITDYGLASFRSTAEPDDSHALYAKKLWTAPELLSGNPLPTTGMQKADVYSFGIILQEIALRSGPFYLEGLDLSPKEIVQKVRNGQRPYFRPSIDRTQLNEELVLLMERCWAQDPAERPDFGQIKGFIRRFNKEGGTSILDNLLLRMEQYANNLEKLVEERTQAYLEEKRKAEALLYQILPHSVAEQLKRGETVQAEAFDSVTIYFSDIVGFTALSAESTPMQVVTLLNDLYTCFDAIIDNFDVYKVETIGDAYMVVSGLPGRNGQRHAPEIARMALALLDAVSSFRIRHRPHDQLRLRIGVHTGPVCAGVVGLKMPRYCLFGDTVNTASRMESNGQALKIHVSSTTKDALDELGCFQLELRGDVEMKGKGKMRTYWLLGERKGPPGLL
hgDAF-12 ag: H. glycines DAF-12 receptor agonists, primary screen, cell-based, luminescence, HEK293, GAL4 fusion, UAS-luciferase; HEK293 GAL4-hgDAF12 UAS-luciferase reporter, agonist luminescence; normalized to butyrate control; activation, % at 6.8 µM; 370,000 tested, 1.8% active;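 active means activation above a cutoff set at the mean of all screened compounds plus 3 SD, cut at about 10% in these data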;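 further: 0% = DMSO wells and 100% = sodium butyrate wells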
SMARCA2 activ: SMARCA2 (BRM) function activators, primary screen, cell-based, luminescence, high throughput. MG213 cells, MMTV-luciferase reporter, dexamethasone, overnight. activation, % at 9.1 µM. 370,000 tested, 1% active; in the data active means activation above about 7.8%;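 further: 0% = vehicle wells and 100% = reference activator wells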
Active calls of the source: *; i = inactive; · = no result given.

SMILES	NPR1 activator	DAX1 inh-1	hcDAF-12 act	ADAM10 inh	FXN GAA850 act	DAX1 inh-2	ssDAF12 agonist	sPLA2-III inh	NPR2 activator	hgDAF-12 ag	SMARCA2 activ
Cc1cccc(C)c1NC(=O)Nc1nc(CN(C)C)cs1	2.8	·	0.1	-3.0	1.3	0.8	-1.2	1.6	4.9	3.2	2.7
CN(CC(=O)Nc1ccc(OC(F)(F)F)cc1)C1CCCCC1	0.9	0.3	-1.2	-4.6	3.9	0.1	-1.4	16.2	-1.7	2.1	-1.8
Cc1c(CCOC(=O)C23CC4CC(CC(C4)C2)C3)sc[n+]1CC#N	-6.3	-0.1	-0.9	7.4	4.0	0.6	-1.8	11.8	-3.7	5.2	2.1
C[C@@H]1CN([C@@H](C)CO)S(=O)(=O)c2ccc(Br)cc2O[C@@H]1CN(C)C(=O)C1CC1	0.1	2.3	0.3	-13.1	0.5	-0.3	0.4	7.5	6.7	2.5	-1.0
O=C(CCc1ccc(S(=O)(=O)NC2CCCCC2)cc1)NCc1ccccn1	2.1	0.8	-1.0	-17.7	1.2	0.6	0.3	3.5	5.5	-0.8	-4.7
CC1CCC(NC(=O)C(Cc2ccccc2)n2cccc2)CC1 (stereo unspecified)	1.6	0.8	-0.1	-0.4	3.2	-0.2	-1.4	-47.8	-3.8	-0.3	1.4
COc1ccc(N2C(=NC(=O)C3CC3)SC3CS(=O)(=O)CC32)cc1Cl (stereo unspecified)	-10.0	-1.0	0.4	5.5	2.2	0.5	-0.4	2.9	-5.1	0.8	0.0
Cc1ccc(C(=O)N2CCC2(C)C(=O)NC(C)C)cc1 (stereo unspecified)	6.1	·	-0.5	-5.4	-1.3	-0.3	-1.5	-1.6	1.6	2.4	-1.0
CC(C)(O)[C@H]1Cc2cc3ccc(=O)oc3cc2O1	-2.7	1.3	-0.3	i	4.8	1.1	-0.6	2.7	1.2	6.4	9.1*
COc1ccc(NC(=O)C2CCCO2)cc1Cl (stereo unspecified)	2.5	-0.1	-0.7	-0.6	-1.1	0.0	-1.2	1.8	8.3	0.7	1.1
CC(C)=CCC[C@](C)(O[C@@H]1O[C@H](CO[C@@H]2OC[C@H](O[C@@H]3OC[C@@H](O)[C@H](O)[C@H]3O)[C@H](O)[C@H]2O)[C@@H](O)[C@H](O)[C@H]1O)C1CC[C@]2(C)C1[C@H](O)CC1[C@@]3(C)CC[C@H](O)C(C)(C)C3[C@@H](O)C[C@]12C (stereo partly specified)	0.2	0.5	-0.2	-5.3	0.5	-0.2	-1.3	-7.0	-2.5	1.2	0.5
CCOC(=O)c1[nH]c2ccc(OCC)cc2c1NC(=O)CN1CCN(c2ccccc2)CC1	6.9	1.5	0.7	-26.4	2.6	-0.2	-0.8	-3.1	11.2	-1.5	2.1
COC(=O)[C@]12C[C@H](CC(=O)N3CCOCC3)C(=O)N(Cc3ccc4c(c3)OCO4)C1=C[C@H](C(C)C)O[C@@H]2C1CC1	-18.1	·	-3.0	-198.0	·	0.3	-0.3	0.1	-17.2	-0.6	-1.4
O=C1NC[C@H](c2ccccc2)N(CCc2cc(C(F)(F)F)cc(C(F)(F)F)c2)C1=O	-3.2	0.8	-1.6	-0.1	0.8	-0.7	-1.8	4.5	-8.1	-0.6	0.2
COc1ccc(OC)c(NC(=O)CCCCCn2nnc3ccccc3c2=O)c1	-1.4	-0.8	-1.4	-3.8	1.4	-0.2	-1.3	1.5	-2.2	1.8	-2.6
O=C(NC(NC(=S)Nc1c(Cl)cccc1Cl)C(Cl)(Cl)Cl)OCc1ccccc1 (stereo unspecified)	-0.2	-1.1	1.3	14.5	1.6	-0.2	-1.1	1.2	-1.8	1.1	-2.9
COc1ccc(CNC(=O)NCCc2c[nH]c3ccccc23)cc1	2.6	0.7	-1.5	3.2	0.1	0.3	-1.7	-26.8	4.6	0.6	4.9
Cc1ccccc1NC(=O)C(NS(=O)(=O)c1ccc2c(c1)c(=O)n(C)c(=O)n2C)c1ccccc1 (stereo unspecified)	-5.5	0.5	-2.0	-5.8	-1.5	0.5	-1.5	-2.0	0.3	2.2	0.2
CCC(=O)N1N=C(c2c(O)n(C)c(=O)n(C)c2=O)CC1c1ccccc1 (stereo unspecified)	-2.4	0.2	-0.3	2.0	-0.7	-0.7	-0.9	-29.6	10.4	-2.0	-2.3
COc1ccc(-c2sc3cc4c(cc3c2C#Cc2ccc(N)cc2)OCO4)cc1	7.5	0.6	-2.1	i	2.3	-1.0	-0.9	6.0	-4.8	-0.6	-0.4

Gathered by group: the entries above with a Cl atom (3)
SMILES	NPR1 activator	DAX1 inh-1	hcDAF-12 act	ADAM10 inh	FXN GAA850 act	DAX1 inh-2	ssDAF12 agonist	sPLA2-III inh	NPR2 activator	hgDAF-12 ag	SMARCA2 activ
COc1ccc(N2C(=NC(=O)C3CC3)SC3CS(=O)(=O)CC32)cc1Cl (stereo unspecified)	-10.0	-1.0	0.4	5.5	2.2	0.5	-0.4	2.9	-5.1	0.8	0.0
COc1ccc(NC(=O)C2CCCO2)cc1Cl (stereo unspecified)	2.5	-0.1	-0.7	-0.6	-1.1	0.0	-1.2	1.8	8.3	0.7	1.1
O=C(NC(NC(=S)Nc1c(Cl)cccc1Cl)C(Cl)(Cl)Cl)OCc1ccccc1 (stereo unspecified)	-0.2	-1.1	1.3	14.5	1.6	-0.2	-1.1	1.2	-1.8	1.1	-2.9

The list goes on.
SMILES	NPR1 activator	DAX1 inh-1	hcDAF-12 act	ADAM10 inh	FXN GAA850 act	DAX1 inh-2	ssDAF12 agonist	sPLA2-III inh	NPR2 activator	hgDAF-12 ag	SMARCA2 activ
CCN1C(=O)[C@H]2[C@H]3CN=C(SCc4ccc(C#N)cc4)N3[C@@](C)(C(=O)OC)[C@H]2C1=O	2.0	0.6	0.5	-2.9	0.7	1.7	-1.2	-2.9	-2.7	2.6	-4.0
Fc1ccc(CNC(=S)Nc2ccccc2Cl)cc1	-0.3	-0.5	-1.5	7.5	1.5	0.0	-1.1	9.4	0.1	-3.4	-0.4
O=C1CC2(CCN(C(=O)c3c(F)cccc3Cl)CC2)Oc2ccccc21	-1.7	0.7	-3.1	-111.7	-2.3	-3.0	-1.0	2.7	-0.9	4.0	-2.2
CCc1cccc(OCC2Cn3c(nc4c3c(=O)n(C)c(=O)n4C)O2)c1 (stereo unspecified)	-9.5	-1.7	-1.2	-7.3	-1.5	-0.4	-1.2	11.3	1.2	-2.9	-3.1
Cc1noc(/C=C/N(C)C)c1S(=O)(=O)N1CCCC(C(=O)NC2CCCCC2C)C1 (stereo unspecified)	2.3	1.6	-0.6	-0.1	-1.5	-0.8	-0.8	3.8	-5.7	2.9	-2.9
O=C(CSc1ccc2c(c1)OCCO2)N1CCN(c2ccccc2O)CC1	0.8	-1.2	-1.5	-5.6	-1.4	-3.1	-0.3	3.5	4.8	-1.3	-0.5
NS(=O)(=O)c1ccc(NC(=S)NNC(=O)c2cccs2)cc1	4.0	·	2.4	-7.5	5.8	0.3	-0.7	13.0	-5.7	0.4	4.4
CCOC(=O)N1CCN(c2c(NC3CCN(Cc4ccccc4)CC3)c(=O)c2=O)CC1	4.3	-0.5	-1.1	2.6	0.7	-0.3	-1.3	5.1	4.3	-0.3	4.8
COCCNC(=O)Cn1cc(S(=O)(=O)N2CCN(c3ccccc3F)CC2)c2ccccc2c1=O	-0.3	-0.7	-1.6	-6.2	-0.8	-0.7	-0.8	-12.3	0.3	2.7	-0.4
COC(=O)c1c(O)ccc(Oc2ccccc2)c1C(=O)OC	3.5	0.7	0.2	-33.4	0.7	-0.1	-1.2	-0.7	-7.5	0.3	0.9
Cc1sc2ncnc(OCC(=O)NCC3CCCO3)c2c1C (stereo unspecified)	-0.7	1.9	-1.6	-1.1	-0.6	0.0	-0.9	-1.8	-1.4	2.3	1.1
O=C(CSc1nc2c(c(=O)n1-c1ccccc1)SCC2)NCC1CCCO1 (stereo unspecified)	0.6	2.3	-1.0	11.2	0.5	0.0	-1.6	7.2	4.5	0.7	4.3
CC(=O)N1CCN(c2cc(N3CCc4ccccc4C3)c(F)cc2[N+](=O)[O-])CC1	5.2	-1.2	-1.7	4.9	1.2	-1.7	-1.7	-11.3	-3.5	-1.1	-3.0
CC(C)c1ccc(NC2CCCN(C(=O)CCN3CCCCO3)C2)cc1 (stereo unspecified)	2.5	-0.3	-2.0	0.3	-0.3	-0.6	-0.9	6.1	-3.4	-0.9	-2.3
COc1nc(NCCc2ccc(OC)c(OC)c2)nc(Nc2ccccc2)n1	5.2	-1.5	-0.8	6.1	4.4	-0.9	-0.7	-9.2	6.1	-3.6	-1.0
Cc1ccc(OCC(=O)NC(=S)Nc2ccc3c4c(cccc24)CC3)cc1	18.6	0.2	4.9	-2.7	1.3	0.0	0.1	-0.1	-0.8	-1.1	-2.8
O=C(OC1CCOC1=O)c1ccc(NS(=O)(=O)c2cccs2)cc1 (stereo unspecified)	-2.4	-0.6	-1.2	3.0	-3.2	-0.4	-1.8	-2.4	7.0	1.9	-1.6
CCOC(=O)c1ccc(C(=O)NNC(=O)C2CC=CCC2)cc1 (stereo unspecified)	-2.5	·	0.3	0.8	2.7	-0.1	-1.3	-17.7	2.4	0.0	-1.9
COc1ccc(CNC(=O)COC(=O)CN2C(=O)C(C)Oc3ccc(C)cc32)cc1 (stereo unspecified)	-2.2	-1.1	-1.3	-6.1	1.1	-0.2	-0.7	5.8	-4.0	0.4	-2.2
COc1cc2nc(CN3CCN(S(=O)(=O)c4ccccc4C(F)(F)F)CC3)[nH]c(=O)c2cc1OC	0.3	-3.6	-1.6	1.2	0.3	-1.0	-1.6	-2.4	-4.9	-3.3	-8.0
COc1ccc(NC(=O)c2ccc3c(c2)OCO3)cc1S(=O)(=O)N1CCOCC1	8.2	0.2	-2.4	-7.4	-0.9	1.9	-1.5	0.1	8.7	0.9	0.8
CCC(C)(C)C1CCc2[nH]nc(C(=O)NC3CCCCC3)c2C1 (stereo unspecified)	-1.1	0.4	-0.5	3.5	4.2	-0.1	-0.7	8.9	3.3	0.5	-0.4
O=C(Cn1cc([N+](=O)[O-])nc1[N+](=O)[O-])N1CCN(c2ccccc2)CC1	4.6	-1.5	2.6	-2.1	-1.2	-1.1	-1.7	-1.2	6.4	-2.5	-1.0

An unsorted share of the library. Share with any hit: about 6.6%.
